From PubChem
PfG6PD inh: PfG6PD (Plasmodium falciparum) enzyme inhibition; inhibition, % at 20 µM; 350,000 tested, 0.78% active; PfGluPho enzyme, NADPH resazurin-diaphorase fluorescence;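 active = inhibition reaching at least a set limit at 20 µM in the primary screen, cut at about 59% in these data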;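 also: 0% = DMSO wells with substrate and 100% = DMSO wells lacking glucose-6-phosphate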
SENP1 FRET inh: blocks the human SENP1 SUMO protease catalytic domain | recombinant SENP1 catalytic domain, CyPet-SUMO1-YPet FRET cleavage | inhibition, % at 10 µM | 360,000 tested, 0.21% active;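 active = inhibition at least 30% at 10 µM, raw YFP signal under a set limit, fluorescence ratio 0.5 to 1.5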;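 also: 0% = enzyme with DMSO and 100% = no enzyme wells; some results filed as inactive read as strong as hits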
Target sequence (Q9P0U3 419-644 limits assumed): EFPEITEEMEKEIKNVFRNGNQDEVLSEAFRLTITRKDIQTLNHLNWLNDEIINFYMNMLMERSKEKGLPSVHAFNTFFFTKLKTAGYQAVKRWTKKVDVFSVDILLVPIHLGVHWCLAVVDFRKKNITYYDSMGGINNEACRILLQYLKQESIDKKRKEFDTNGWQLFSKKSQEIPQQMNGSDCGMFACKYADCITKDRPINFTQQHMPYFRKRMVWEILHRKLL
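Test system: recombinant human SENP1 catalytic domain, His6-tagged / Medium: pH 8 Tris buffer with EDTA, NaCl, BME, BSA, NP40, catalase / Also added: SUMO1 FRET substrate flanked by Cypet and Ypet, 25 nM / Times: 50 min reaction at room temperature / Signal: FRET, CFP and YFP emission / Control set: no-enzyme low control and enzyme-plus-DMSO high control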
SENP6 block: SENP6 protease inhibition; Q9GZR1; Recombinant SENP6 catalytic domain, aminoluciferin luminescence; inhibition, % at 10 µM; 330,000 tested, 1.8% active;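 active = inhibition above about 50% at the single tested dose, limit read from the data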;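 also: plate controls were DMSO wells with enzyme for no effect and DMSO wells lacking enzyme for full effect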
Target sequence (Q9GZR1 628-1112 limits assumed): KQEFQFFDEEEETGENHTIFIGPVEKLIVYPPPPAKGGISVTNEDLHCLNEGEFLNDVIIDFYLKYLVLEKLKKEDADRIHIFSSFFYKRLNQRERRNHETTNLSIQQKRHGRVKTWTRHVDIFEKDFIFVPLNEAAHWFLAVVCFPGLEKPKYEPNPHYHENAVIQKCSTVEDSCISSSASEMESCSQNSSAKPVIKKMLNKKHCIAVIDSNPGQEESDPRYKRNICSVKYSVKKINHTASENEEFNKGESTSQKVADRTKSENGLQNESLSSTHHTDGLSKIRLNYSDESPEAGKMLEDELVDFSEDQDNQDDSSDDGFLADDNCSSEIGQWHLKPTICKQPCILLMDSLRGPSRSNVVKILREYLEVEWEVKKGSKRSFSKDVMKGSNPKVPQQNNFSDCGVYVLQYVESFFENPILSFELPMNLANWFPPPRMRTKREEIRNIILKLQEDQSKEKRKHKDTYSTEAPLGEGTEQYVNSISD
SENP8 block-1: blocks human SENP8 cleavage of Nedd8 substrate. inhibition, % at 20 µM. Q96LD8. recombinant SENP8, Nedd8 substrate fluorescence. 360,000 tested, 0.64% active. AID 602440; in the data active = inhibition mostly above about 40%, no sharp cut-off; inactive = mostly below about 27%
Target sequence (Q96LD8 whole entry, looked up): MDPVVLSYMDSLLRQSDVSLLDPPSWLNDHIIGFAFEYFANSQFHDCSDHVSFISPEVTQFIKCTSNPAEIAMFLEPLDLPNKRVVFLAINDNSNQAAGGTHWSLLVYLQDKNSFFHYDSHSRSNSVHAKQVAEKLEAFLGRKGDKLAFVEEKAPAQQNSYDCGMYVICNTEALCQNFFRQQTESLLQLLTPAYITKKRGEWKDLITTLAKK
Apaf-1 inh: inhibitors of human Apaf-1 apoptosome. 330,000 tested, 0.71% active. inhibition, % at 20 µM. reconstituted apoptosome caspase-3 activity, DEVD-Rh110 fluorescence. O14727; active = inhibition of at least 40% at 20 µM;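 also: plate controls were DMSO wells for no effect and DEVD-CHO caspase inhibitor wells for full effect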
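Material: biochemical Apaf-1 apoptosome reconstitution. Medium: Hepes buffer, pH 7.5. Also added: cytochrome c activation, bis-DEVD rhodamine 110 substrate. Timing: 30 min compound preincubation, 50 min activation, room temperature. Measured by: rhodamine 110 fluorescence at Ex 480/Em 540 nm.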
HKDC1 inhibitor: HKDC1 (human) hexokinase inhibition; Q2TB90; recombinant HKDC1, G6PDH/diaphorase resazurin coupled fluorescence; inhibition, % at 20 µM; 340,000 tested, 0.16% active;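 active = inhibition above about 35% when tested at 20 µM, limit read from the data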;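 also: plate controls were DMSO wells with enzyme for no effect and DMSO wells lacking enzyme for full effect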
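Test system: recombinant HKDC1 (HK5) hexokinase enzyme, produced in-house / Doses: 20 µM test compound, 1% DMSO / Timing: 90 min, room temperature / Detection: G6PDH/diaphorase-coupled fluorescence, 1 mM NADP, 100 µM resazurin, 525/613 nm / Control set: DMSO wells with and without enzyme mix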
SENP7 block: blocks the human protease SENP7; recombinant SENP7, Z-RLRGG-aminoluciferin luminescence, 40 min; inhibition, % at 5 µM; AID 434973; 330,000 tested, 1.5% active;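 active = inhibition above about 50% at the single test dose, limit read from the data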;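 also: plate controls were DMSO with enzyme for no effect and no enzyme buffer wells for full effect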
SENP8 block-2: blocks the human protease SENP8 | purified SENP8, Z-RLRGG-aminoluciferin cleavage, luminescence | AID 2540 | Q96LD8 | inhibition, % at 10 µM | 330,000 tested, 1.2% active; in the data active = inhibition above about 50%
NALP3 yeast inh: inhibitors of NALP3 inflammasome in yeast; Yeast reconstituted NLRP3/ASC/caspase-1, beta-gal luminescence, 24 h; inhibition, % at 10 µM; 330,000 tested, 0.39% active;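 active = inhibition of 50% or more; inactive = inhibition below 50%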;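 also: plate controls were induced DMSO wells for no effect and uninduced yeast grown without galactose for full effect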
The depositor's hits bear a star.

The opening two entries as a preview:
Molecule,PfG6PD inh,SENP1 FRET inh,SENP6 block,SENP8 block-1,Apaf-1 inh,HKDC1 inhibitor,SENP7 block,SENP8 block-2,NALP3 yeast inh
CCOCCCNC(=O)Cn1cc2c(n1)CCCC2,-5,1,-9,8,-3,-8,-7,-3,-4
CN(C)S(=O)(=O)n1cc(/C=C(\NC(=O)c2ccccc2F)C(=O)N2CCCC2)c2ccccc21,-3,-1,3,6,13,6,3,13,15

All compounds of this part, previewed entries included:
Molecule,PfG6PD inh,SENP1 FRET inh,SENP6 block,SENP8 block-1,Apaf-1 inh,HKDC1 inhibitor,SENP7 block,SENP8 block-2,NALP3 yeast inh
CCOCCCNC(=O)Cn1cc2c(n1)CCCC2,-5,1,-9,8,-3,-8,-7,-3,-4
CN(C)S(=O)(=O)n1cc(/C=C(\NC(=O)c2ccccc2F)C(=O)N2CCCC2)c2ccccc21,-3,-1,3,6,13,6,3,13,15
O=[N+]([O-])c1cccnc1Oc1ccc(C2SCCS2)cc1,-3,2,15,23,-12,4,-3,5,28
COc1cc(C(=O)NCC(=O)N/N=C/c2cccnc2)cc(OC)c1OC,-2,2,-14,-2,3,-7,-12,-10,16
Cc1ccc(NC(=O)C2CC=CCC2C(=O)N2CCCCC2)cc1 (stereo not drawn),5,-1,2,10,-5,2,-5,-10,18
CC1Sc2ccc(S(=O)(=O)N3CCC(C(=O)NCCc4ccccc4)CC3)cc2NC1=O (stereo not drawn),-6,2,7,4,6,0,-1,2,10
CC(C)Cc1ccc(CN2CCCC(NC(=O)c3cccc(-n4cnnc4)c3)C2)cc1 (stereo not drawn),-6,2,-7,5,12,3,4,3,17
C=CCSc1nc2sc3c(c2c(=O)n1CC)CCc1ccccc1-3,84*,-2,2,16,7,-21,-2,-6,23
Cn1c(SCc2ccccc2Cl)nnc1-c1cnccn1,-2,0,5,6,1,-6,5,-7,22
COc1ccc(NC(=O)NC2(C(=O)N3CCOCC3)CCCCC2)cc1,-11,0,-25,6,9,-1,-4,-3,12
CCOC(=O)c1c(NC(=O)Nc2cccc(Cl)c2)sc(C)c1C,4,0,-9,-37,1,5,3,0,-1
Cc1ccccc1CNC(=O)c1ccccc1SCC(=O)NCc1ccco1,5,-2,7,11,1,-3,1,4,17
COc1ccc(NC(=O)N[C@@H](Cc2ccccc2)C(=O)NN)cc1,-9,2,-5,33,-1,-2,3,-4,7
C=CCSc1ncccc1C(=O)O,-13,1,11,7,-21,-3,1,7,10
Cc1cccc(-c2n[nH]c(=S)n2/N=C/c2ccc(C)o2)c1,47,2,-13,21,6,-6,4,-1,10
CCCCC(=O)Nc1ccc(C(=O)NCCc2ccccc2)cc1,-10,-4,2,6,-10,-12,1,1,15
COc1cccc(C(=O)N2CCN(C3CCCCC3)CC2)c1,3,2,-16,14,2,-3,-13,-10,11
O=C(C1=C(O)C(=O)N(CCN2CCOCC2)C1c1ccncc1)c1ccco1 (stereo not drawn),5,3,6,10,-13,4,0,8,-2
COc1ccccc1N1CCN(C(=O)C(Sc2ccccc2)c2ccccc2)CC1 (stereo not drawn),-7,0,-6,31,18,11,-2,-2,14
C/C(=N\NC(=O)c1c(Br)c(C)nn1C)c1ccc(NC(=O)C(C)Oc2ccc(Cl)cc2C)cc1 (stereo not drawn),-13,4,-15,9,12,-2,0,12,10

14 of the compounds above, with values under each structure.
Each structure is followed by: PfG6PD inh	SENP1 FRET inh	SENP6 block	SENP8 block-1	Apaf-1 inh	HKDC1 inhibitor	SENP7 block	SENP8 block-2	NALP3 yeast inh
- CC(C)Cc1ccc(CN2CCCC(NC(=O)c3cccc(-n4cnnc4)c3)C2)cc1 (stereo not drawn)
→ -6	2	-7	5	12	3	4	3	17
- C=CCSc1nc2sc3c(c2c(=O)n1CC)CCc1ccccc1-3
→ 84*	-2	2	16	7	-21	-2	-6	23
- Cn1c(SCc2ccccc2Cl)nnc1-c1cnccn1
→ -2	0	5	6	1	-6	5	-7	22
- COc1ccc(NC(=O)NC2(C(=O)N3CCOCC3)CCCCC2)cc1
→ -11	0	-25	6	9	-1	-4	-3	12
- CCOC(=O)c1c(NC(=O)Nc2cccc(Cl)c2)sc(C)c1C
→ 4	0	-9	-37	1	5	3	0	-1
- Cc1ccccc1CNC(=O)c1ccccc1SCC(=O)NCc1ccco1
→ 5	-2	7	11	1	-3	1	4	17
- COc1ccc(NC(=O)N[C@@H](Cc2ccccc2)C(=O)NN)cc1
→ -9	2	-5	33	-1	-2	3	-4	7
- C=CCSc1ncccc1C(=O)O
→ -13	1	11	7	-21	-3	1	7	10
- Cc1cccc(-c2n[nH]c(=S)n2/N=C/c2ccc(C)o2)c1
→ 47	2	-13	21	6	-6	4	-1	10
- CCCCC(=O)Nc1ccc(C(=O)NCCc2ccccc2)cc1
→ -10	-4	2	6	-10	-12	1	1	15
- COc1cccc(C(=O)N2CCN(C3CCCCC3)CC2)c1
→ 3	2	-16	14	2	-3	-13	-10	11
- O=C(C1=C(O)C(=O)N(CCN2CCOCC2)C1c1ccncc1)c1ccco1 (stereo not drawn)
→ 5	3	6	10	-13	4	0	8	-2
- COc1ccccc1N1CCN(C(=O)C(Sc2ccccc2)c2ccccc2)CC1 (stereo not drawn)
→ -7	0	-6	31	18	11	-2	-2	14
- C/C(=N\NC(=O)c1c(Br)c(C)nn1C)c1ccc(NC(=O)C(C)Oc2ccc(Cl)cc2C)cc1 (stereo not drawn)
→ -13	4	-15	9	12	-2	0	12	10

Next part.
Molecule,PfG6PD inh,SENP1 FRET inh,SENP6 block,SENP8 block-1,Apaf-1 inh,HKDC1 inhibitor,SENP7 block,SENP8 block-2,NALP3 yeast inh
COc1ccc(S(=O)(=O)N2CCN(Cc3cc(OC)c(OC)cc3OC)CC2)cc1,3,3,-28,9,6,2,1,2,2
CCN(CC)S(=O)(=O)c1cccc(N=Nc2sc(N)nc2C)c1,4,4,-12,29,8,1,-2,2,26
O=C(CN1C(=O)c2ccccc2C1=O)Nc1ccc(N2CCOCC2)cc1,-7,4,-3,6,-3,3,3,-4,-3
O=C(CCCN1C(=O)/C(=C/c2ccco2)SC1=S)Nc1ccccc1,16,3,-5,34,6,-3,4,0,35
C=CCSc1nc(N)c(C#N)c(-c2ccc(C)cc2)c1C#N,8,-2,-4,-91,9,-2,-4,-7,13
Cc1cccc(Sc2c(C=O)c3ccccc3n2C)c1,-4,0,14,17,13,1,8,0,-4
O=C(Cn1cnc2c(oc3nc4c(cc32)CCCC4)c1=O)Nc1cccc(Cl)c1,-35,-15,-9,-75,13,-4,-15,-2,-6
CSc1nc(C)cc(C)c1S(=O)(=O)c1ccccc1C,15,2,9,19,6,6,-1,2,-1
C=CCNC(=O)c1ccc(S(=O)(=O)CC)c(Cl)c1Cl,-9,0,-4,3,-8,-1,1,0,17
COC(=O)/C=C1\N/C(=N\c2nc(C)cc(C)n2)N(c2ccccc2)C1=O,-4,-4,11,0,-6,-4,-1,13,12
Cc1cccc(N(Cc2ccccc2)C(=O)C2CCN(C(=O)c3ccccc3C)CC2)c1,-6,-3,-32,2,48*,-4,-11,-10,5
CC1CCCCC12NC(=O)N(CC(=O)Nc1ccc(S(=O)(=O)Nc3ncccn3)cc1)C2=O (stereo not drawn),-13,-7,14,-4,-14,2,-2,10,-6
O=C(O)c1cc(CN2CCOCC2)oc1-c1ccccc1,11,-2,14,18,6,2,8,-2,10
COC(=O)c1cc(Br)ccc1NC(=O)Nc1ccccc1,-5,-1,-26,-24,2,-6,2,-3,9
COc1ccc(-n2cc(CNC3CCN(C)CC3)c(-c3cccc(F)c3)n2)cc1,12,-1,36,-53,-2,-4,-12,4,15
O=C(Nc1nnc(C2CC2)o1)c1ccc(S(=O)(=O)N2CCCc3ccccc32)cc1,-36,0,-1,14,8,-6,12,-5,5
O=C(c1ccc2c(c1)OCO2)N1CCC2(CC1)Oc1ccc(F)cc1C(=O)C21CC(c2ccccc2)=NO1 (stereo not drawn),-3,0,-19,10,24,1,0,-7,-5
CCOC(=O)[C@@H]1[C@H]2COc3ccccc3[C@H]2N2C(=O)N(c3cccc(Cl)c3)C(=O)[C@]12C,10,-2,-11,8,8,-5,0,3,25
CCC(c1nnnn1CCc1ccccc1)N(Cc1ccco1)Cc1cc2cccc(C)c2[nH]c1=O (stereo not drawn),12,2,-5,-17,18,0,-8,-10,10
CCOC(=O)C1(Cc2ccccc2C(F)(F)F)CCN(C(C)CSC)CC1 (stereo not drawn),-2,-1,-8,6,11,-6,-8,-10,20

Next records:
Molecule,PfG6PD inh,SENP1 FRET inh,SENP6 block,SENP8 block-1,Apaf-1 inh,HKDC1 inhibitor,SENP7 block,SENP8 block-2,NALP3 yeast inh
CN(C)S(=O)(=O)N1CCC(Oc2cccc(C(=O)N3CCCCCCC3)c2)CC1,-8,1,-5,3,10,-1,-8,-5,11
CCOC(=O)COc1ccccc1/C=C1\NC(=O)NC1=O,7,5,-32,-93,-5,3,-1,3,14
Cc1ccnc(NC(=O)C(C)N2C(=O)c3ccccc3C2=O)c1 (stereo not drawn),-18,0,13,0,-11,-2,-3,2,11
CCOc1ccc(C(=O)NCCn2cc(SCC(=O)Nc3cc(C)on3)c3ccccc32)cc1,12,-1,10,11,8,-6,-4,-8,22
CCCn1c(NCc2ccco2)nc2ccccc21,-14,-1,-5,0,-19,-4,1,4,1
Oc1ccc(/C=N/N=C/c2ccc(O)cc2)cc1,-6,-27,15,2,-15,-7,-9,9,4
CCOC(=O)CSc1nc2cc(C(=O)OC)ccc2c(=O)n1CCN1CCOCC1,-13,3,7,-11,3,1,0,-3,-12
CN(C)c1ccc(-c2nnc(-c3cccs3)o2)cc1,19,-40,72*,-398,1,-5,79*,60*,35
Cn1cc(CN2CCC(CO)(CCCc3ccccc3)CC2)c(-c2ccccc2)n1,4,0,-15,10,-25,-1,-3,5,18
Cc1[nH]c2ccccc2c1C(=O)C(C)OC(=O)c1ccc(Cl)nc1 (stereo not drawn),17,8,-16,-2,11,-3,-9,-7,11
CCOC(=O)N1CCN(c2c(NCc3ccccc3Cl)c(=O)c2=O)CC1,-1,1,-1,6,-8,-7,8,-6,-5
C=CCO/N=C(/CCC)C1=C(N)CC(C)(C)CC1=O,-6,2,6,-2,0,-4,4,-3,10
CCn1c(=O)c(C(=O)NC(C)C)c(O)c2ccccc21,2,0,-2,-8,4,-14,-10,-10,-6
COc1ccc(-n2nc3c(N4CCC(C(=O)NCC(C)c5ccccc5)CC4)nnc(C)c3c2C)cc1 (stereo not drawn),15,1,9,-325,27,9,-5,9,11
CCc1ccc(NC(=O)CCS(=O)(=O)c2ccc(Cl)cc2)cc1,-4,2,-2,8,7,1,9,3,9
Cc1ccc(NC(=O)COc2nc(C)cs2)cc1,-11,1,-6,1,11,-6,-5,0,4
CCCC(=O)NC(c1ccc(C(C)C)cc1)c1ccc2cccnc2c1O (stereo not drawn),-13,1,8,11,-10,-27,2,2,23
Cc1ccc(Sc2nnc(-c3ccccc3)cc2C#N)cc1,-9,0,1,23,-2,-1,-2,3,8
